Screens: PubChem, National Center for Advancing Translational Sciences (NCATS)
BLM helicase inh – blocks DNA unwinding by human BLM helicase | Potency, µM (titrated, usually from 56.1 µM), inactives show at the top dose activity change, negative = inhibition, most hits filed as inhibitors | AID 2528 | actives 0.2% (n = 350,000) | P54132 | recombinant BLM DNA unwinding, fluorescence dequenching;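 note: plate controls were vehicle for no effect and no enzyme for full effect; nearly all actives have a fitted effect of over 35% in size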
POLI inh – inhibitors of human DNA polymerase iota. Q9UNA4. Pol iota fluorescent replication assay, 10 min. Potency, µM (doses to about 115 µM), for the others: at the top dose activity, negative = inhibition, actives largely listed as inhibitors. actives 1% (n = 390,000)
Target sequence (Q9UNA4 whole entry, looked up): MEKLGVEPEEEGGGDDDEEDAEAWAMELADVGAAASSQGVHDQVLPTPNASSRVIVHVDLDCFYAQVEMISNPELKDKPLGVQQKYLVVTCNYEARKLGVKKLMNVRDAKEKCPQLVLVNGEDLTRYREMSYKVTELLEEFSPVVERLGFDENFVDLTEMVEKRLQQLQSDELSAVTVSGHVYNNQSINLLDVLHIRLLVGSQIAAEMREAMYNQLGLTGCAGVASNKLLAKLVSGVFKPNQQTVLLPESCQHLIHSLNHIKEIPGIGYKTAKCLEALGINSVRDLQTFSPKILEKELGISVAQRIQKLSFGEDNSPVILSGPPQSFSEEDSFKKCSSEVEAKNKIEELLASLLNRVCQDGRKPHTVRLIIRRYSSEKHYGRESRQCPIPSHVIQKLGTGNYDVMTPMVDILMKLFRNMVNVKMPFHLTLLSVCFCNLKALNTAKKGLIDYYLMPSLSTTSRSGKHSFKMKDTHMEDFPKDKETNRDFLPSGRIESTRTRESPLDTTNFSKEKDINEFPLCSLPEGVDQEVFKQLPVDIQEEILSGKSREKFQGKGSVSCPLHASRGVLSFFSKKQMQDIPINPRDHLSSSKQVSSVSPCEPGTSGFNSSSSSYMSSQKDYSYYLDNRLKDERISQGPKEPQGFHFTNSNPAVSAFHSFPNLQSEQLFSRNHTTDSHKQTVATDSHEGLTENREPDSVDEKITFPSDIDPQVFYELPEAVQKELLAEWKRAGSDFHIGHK
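Fluorescent replication assay read twice, at 0 min and 10 min after adding 50 nM (final) substrate. Enzyme (10 nM) and compounds were first incubated 15 min at room temperature; enzyme-free buffer wells were negative controls.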
JMJD2A Tudor inh – blocks the human JMJD2A Tudor domain; AID 504339; actives 4.4% (n = 390,000); Potency, µM (highest dose often 114 µM), without a hit: top-dose activity change, negative = inhibition, usual class: inhibitors; O75164; AlphaScreen JMJD2A-Tudor / H3K4me3 peptide binding; note: % is set by controls: 0 for no effect and ±100 for the full control effect; nearly all actives have a fitted effect of over 50% in size
HP1b chromo inh – blocks HP1-beta chromodomain binding to methylated histone tails. P83916. AlphaScreen HP1-beta / biotin-H3K9me3 peptide binding. Potency, µM (titrated, usually from 114 µM), for inactives: top-dose activity change, negative = inhibition, hits mostly inhibitors. actives 0.56% (n = 390,000). AID 540317; note: nearly all actives have a fitted effect of over 70% in size; inactives centre near 23
Target sequence (P83916 whole entry, looked up): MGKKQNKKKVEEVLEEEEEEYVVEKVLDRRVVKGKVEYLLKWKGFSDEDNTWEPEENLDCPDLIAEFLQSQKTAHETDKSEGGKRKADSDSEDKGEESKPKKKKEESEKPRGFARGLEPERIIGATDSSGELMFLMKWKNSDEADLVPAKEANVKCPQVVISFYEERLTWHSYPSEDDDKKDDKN
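Compound inhibition of the preformed complex between 50 nM HP1-beta and 50 nM biotinylated H3K9me3 peptide was read by AlphaScreen. Buffer was PBS pH 7.4 with 0.01% Tween-20. Incubations ran 30 min at room temperature, with 10 ug/mL donor/acceptor beads.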
GLS inhibitor – glutaminase GLS (human) inhibition. O94925. GLS enzymatic activity, qHTS titration. Potency, µM (top dose mostly 45.5 µM), without a hit: at the highest dose activity change, negative = inhibition, actives largely listed as inhibitors. actives 0.21% (n = 410,000). AID 624170; note: % is set by controls: 0 for no effect and ±100 for the full control effect
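Compounds were pin-transferred onto hKGA, after which L-glutamine (1 mM solution) and a detection mix of glutamate oxidase, HRP and Amplex Red were added. Initial and 30 min RT fluorescence reads were collected.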
Pin1 inhibitor – inhibitors of human Pin1; Q13526; Pin1 FP peptide displacement, HiFluor488, 10 min; Potency, µM (highest dose often 115 µM), for inactives: at the top dose activity, negative = inhibition, hits mostly inhibitors; actives 0.009% (n = 390,000); AID 504891; active = well fitted inhibition curve with a large enough effect in the polarisation, with a control signal flat, not every such curve was filed as active; inconclusive = small, poorly fitted or top-dose-only effect, or effect the other way, or a change in a side signal; inactive = no such curve, though single readings can be large or run the other way; the % refers to the polarisation; note: % is set by controls: 0 for no effect and ±100 for the full control effect
Target sequence (Q13526 whole entry, looked up): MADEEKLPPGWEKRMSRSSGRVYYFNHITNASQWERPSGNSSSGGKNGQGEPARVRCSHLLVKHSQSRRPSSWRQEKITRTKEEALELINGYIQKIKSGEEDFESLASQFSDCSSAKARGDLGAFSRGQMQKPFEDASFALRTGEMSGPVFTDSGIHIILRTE
BAZ2B block – inhibitors of human BAZ2B bromodomain. AlphaScreen BAZ2B-H3K14Ac peptide displacement. actives 4.4% (n = 360,000). Potency, µM (top dose mostly 114 µM), for the others: at the top dose activity change, negative = inhibition, hits mostly inhibitors; note: % is set by controls: 0 for no effect and ±100 for the full control effect; nearly all actives have a fitted effect of over 60% in size
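Inhibition is scored as reduced AlphaScreen emission. The BAZ2B/b-H3(5-23)K14Ac complex (50 nM each) in PBS pH 7.4, 0.01% Tween-20 meets compound (up to 110 uM) for 30 min at RT before bead addition.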
Tb PGK inh – T. brucei PGK inhibition. P07378. PGK/GAPDH coupled, Kinase-Glo luminescence, 60 min. AID 602233. actives 0.043% (n = 380,000). Potency, µM (top dose mostly 57.5 µM), for the others: at the highest dose activity change, negative = inhibition, usual class: inhibitors; note: % is set by controls: 0 for no effect and ±100 for the full control effect; nearly all actives have a fitted effect of over 60% in size
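Luminescent ATP detection (Kinase-Glo Plus) follows a 60-minute room-temperature incubation, with wells lacking PGK as controls. Buffer: 100 mM TEA (pH 7.6), 5 mM MgCl2, 0.01% Tween-20. Coupling enzyme GAPDH (100 nM final) supplies unstable 1,3-BPG in-well.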
G9a block – blocks human histone lysine methyltransferase G9a | Q96KQ7 | G9a H3K9 monomethylation, AlphaScreen, 2 h | Potency, µM (series often up to 102 µM), inactives show top-dose activity, negative = inhibition, most hits filed as inhibitors | actives 8.8% (n = 350,000); note: % is set by controls: 0 for no effect and ±100 for the full control effect; nearly all actives have a fitted effect of over 75% in size
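Using a bead-based AlphaScreen, monomethylated H3K9 product from 2 h room-temperature reactions (G9a 20 nM, peptide 500 nM, SAM 20 uM) was detected with 0.5 ug/mL rabbit anti-H3K9me1 antibody.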
Active calls of the source: *; i = inactive; ? = inconclusive; . = not tested or not shown; [ ] = another dose, or the depositor's remark. Unless noted, calls come from the whole dose curve; as a rule, active = well fitted curve in the direction sought with a large enough effect; inconclusive = small, poorly fitted or top-dose-only effect, or another doubt; inactive = no such curve, though single readings can be large; an effect the other way counts as inactive or inconclusive. Potency is the fitted concentration of half-maximal effect.

Every second line gives: BLM helicase inh	POLI inh	JMJD2A Tudor inh	HP1b chromo inh	GLS inhibitor	Pin1 inhibitor	BAZ2B block	Tb PGK inh	G9a block
CC(C)C(=O)NNC(=O)CN1CCN(c2nc(-c3ccccc3)cs2)CC1
  -6%	47%[activator]	-24%	19%	-2%	-1%	5%	4%	32%
CC(C)(C)/C(O)=C/c1nc2ccccc2oc1=O
  -6%	26%	-1%	17%	2%	-7%	5%	-2%	.
O=Cc1ccc([B-](F)(F)F)s1
  .	-16%	-20%	26%	0%	-3%	.	-2%	.
COCCNC(=O)CSc1nnc2[nH]c(=O)cc(C)n12
  4%	-12%	-6%	37%	-3%	-8%	2%	0%	-8%[59 µM]
Cc1ccc(C)c(-c2cc(C(=O)NNC(=S)NCC(C)C)c3ccccc3n2)c1
  -3%	27%	-20%	-9%	55%[activator]	2%	-4%	-8%	10µM*
CN1CCN(C(=O)c2cc(Cl)ccc2NC(=O)c2ccc(Cl)cc2Cl)CC1
  -5%	25%	-18%	8%	-1%	1%	-6%	-4%	?
CN1CCN(c2nc3c(c(=O)n(C)c(=O)n3C)n2Cc2ccc(F)cc2)CC1
  -6%	21%	-10%	29%	-13%	4%	-9%	-10%	12%
COc1cccc(CNC(=O)C2CCCN(c3cnccn3)C2)c1 (stereo not given)
  -3%	46%[activator]	1%	44%[activator]	-4%	-8%	-25%	-4%	-10%
Oc1ccc(Cl)cc1C1=NCCNC(C(F)(F)C(F)F)=C1
  -6%	24%	-29%	-11%	-1%	0%	-32%	-6%	-29%[59 µM]
O=C(Nc1ccc(N2CCOCC2)cc1)C1CCCN(S(=O)(=O)c2cccc(C(F)(F)F)c2)C1 (stereo not given)
  -1%	28%	-5%	21%	5%	0%	2%	i	3%[59 µM]
Nc1cc(C(=O)N2CCN(c3ccc([N+](=O)[O-])cc3)CC2)ccc1N1CC2CC(C1)c1cccc(=O)n1C2 (stereo not given)
  -7%	?	?	1%	10%	10%	-34%	i	?
COc1ccc(Br)cc1CNCCSc1nnnn1C
  -3%	71%[activator]	-25%	8%	0%	-1%	-7%	4%	56µM*
CCOC(=O)C1CCN(C(=O)CC2(CC(=O)O)CCCC2)CC1
  -4%	-1%	5%	25%	-2%	-6%	-10%	i	12%
CC(=O)c1ccc(NC(=O)c2cc3c(=O)oc4ccc(C)cc4c3s2)cc1
  -11%	?	-6%	19%	-10%	-1%	1%	7%	-6%[59 µM]
COc1ccc(/C=C/C(=O)c2ccc3c(c2)OCCO3)cc1[N+](=O)[O-]
  -10%	?	-15%	16%	-1%	10%	0%	-3%	8%[59 µM]
COC(=O)c1cc(NC2c3ccccc3C(=O)N2Cc2ccco2)cc(C(=O)OC)c1 (stereo not given)
  -2%	-5%	-10%	25%	12%	3%	-3%	2%	-1%
O=C(CC1NCCc2ccccc21)Nc1ccccc1Cl (stereo not given)
  0%	118%[activator]	-3%	22%	3%	2%	1%	3%	-1%
CC(C)OCP(=O)(c1ccccc1)c1ccccc1
  0%	6%	-15%	19%	-5%	3%	-2%	-8%	-1%[59 µM]
Cc1nn(Cc2cccc3ccccc23)c(C)c1NC(=O)c1cccnc1
  -2%	6%	-10%	40%[activator]	0%	0%	-26%	-1%	-17%
CCN(CCC#N)c1ccc(N2C(=O)CCCC2=O)cc1[N+](=O)[O-]
  -7%	64%[activator]	-13%	13%	-1%	-1%	1%	i	17%
CCn1c(Cc2cccs2)nnc1SCC(=O)Nc1ccc(OC)c(OC)c1
  2%	4%	-10%	27%	8%	4%	10%	-5%	-14%
COc1ccc(CC(=O)N/N=C(\C)c2cccc(NC(=O)C3CC3)c2)cc1
  -1%	-20%	-6%	35%	3%	3%	11%	4%	.
COc1cc(C(C)=O)ccc1OCC(O)CN1CCN(c2cc(C)cc(C)c2)CC1 (stereo not given)
  -1%	-26%	-22%	36%	12%	1%	-6%	3%	.
CC(C)C(O)P(=O)(OCc1ccccc1)c1ccc(N(C)C)cc1 (stereo not given)
  3%	12%	-8%	64%[activator]	21%	-5%	9%	2%	-18%[59 µM]
CCC(C)C(NC(=O)C1CCC(C)CC1)C(=O)NC(CCSC)C(=O)OC (stereo not given)
  0%	1%	17%[57.1 µM]	29%	8%	2%	12%	3%	?
COc1ccc(CNCc2cc(OC)ccc2OC)cc1
  3%	17%	28µM*	-20%	-4%	0%	56µM*	-1%	13µM*
COc1ccc(/C=C/C(=O)OCC(=O)Nc2cc(C(N)=O)cc(C(N)=O)c2)cc1
  1%	60%[activator]	-9%	20%	-1%	-2%	-9%	3%	.
Cc1cccc2sc(N(Cc3cccnc3)C(=O)c3ccco3)nc12
  -5%	-5%	-21%	15%	0%	10%	-30%	-8%	-39%[59 µM]
Cc1ccccc1C(=O)Nc1cc(C(F)(F)F)ccc1-n1cncn1
  .	12%	-2%	23%	5%	4%	-5%	11%	-1%[2.33 µM]
O=C(NCCCn1ccnc1)c1ccc(S(=O)(=O)N2CCOCC2)cc1
  -1%	193%[activator]	-19%	8%	5%	-3%	-17%	6%	0%

Another view of part of the listing above:
CN1CCN(c2nc3c(c(=O)n(C)c(=O)n3C)n2Cc2ccc(F)cc2)CC1
  BLM helicase inh: -6%; POLI inh: 21%; JMJD2A Tudor inh: -10%; HP1b chromo inh: 29%; GLS inhibitor: -13%; Pin1 inhibitor: 4%; BAZ2B block: -9%; Tb PGK inh: -10%; G9a block: 12%
COc1ccc(/C=C/C(=O)OCC(=O)Nc2cc(C(N)=O)cc(C(N)=O)c2)cc1
  BLM helicase inh: 1%; POLI inh: 60%[activator]; JMJD2A Tudor inh: -9%; HP1b chromo inh: 20%; GLS inhibitor: -1%; Pin1 inhibitor: -2%; BAZ2B block: -9%; Tb PGK inh: 3%; G9a block: .
COc1cc(C(C)=O)ccc1OCC(O)CN1CCN(c2cc(C)cc(C)c2)CC1 (stereo not given)
  BLM helicase inh: -1%; POLI inh: -26%; JMJD2A Tudor inh: -22%; HP1b chromo inh: 36%; GLS inhibitor: 12%; Pin1 inhibitor: 1%; BAZ2B block: -6%; Tb PGK inh: 3%; G9a block: .
COC(=O)c1cc(NC2c3ccccc3C(=O)N2Cc2ccco2)cc(C(=O)OC)c1 (stereo not given)
  BLM helicase inh: -2%; POLI inh: -5%; JMJD2A Tudor inh: -10%; HP1b chromo inh: 25%; GLS inhibitor: 12%; Pin1 inhibitor: 3%; BAZ2B block: -3%; Tb PGK inh: 2%; G9a block: -1%

Carrying on.
Every second line gives: BLM helicase inh	POLI inh	JMJD2A Tudor inh	HP1b chromo inh	GLS inhibitor	Pin1 inhibitor	BAZ2B block	Tb PGK inh	G9a block
CCCc1cc(N2CCCC(C(=O)Nc3ccc(OC)cc3OC)C2)n2ncnc2n1 (stereo not given)
  1%	32%[activator]	-5%	33%	5%	-7%	2%	-9%	17%
COCCNc1cnn(-c2ccccc2)c(=O)c1Cl
  2%	-15%	-20%	42%[activator]	-8%	-2%	18%	-10%	.
CN(C)CCN(Cc1cc2cc3c(cc2[nH]c1=O)OCO3)C(=S)NCc1ccco1
  3%	-8%	9%	57%[activator]	-2%	-2%	-2%	-8%	.
COc1ccc(NC(=O)c2cn(CCC#N)nc2-c2cc3ccccc3o2)cc1
  -1%	46%[activator]	-13%	7%	-7%	4%	-4%	i	-7%
COc1ccccc1CN1CC(C(=O)N(C)CCCn2nc(C)cc2C)CCC1=O (stereo not given)
  1%	0%	-7%	44%[activator]	-5%	-2%	-12%	i	14%
COc1ccc(OCc2cc(C(=O)N3C[C@H]4CC[C@H]3C4)no2)c(Cl)c1
  -2%	10%	9%	21%[57 µM]	-7%	5%	-7%	12%	.
COC(=O)c1ccc(/C=N/n2cnnc2)cc1
  0%	-2%	-10%	28%	0%	10%	4%	3%	23%[59 µM]
CC(C(=O)c1ccc(-c2ccccc2)cc1)[n+]1ccccc1 (stereo not given)
  7%	-1%	-8%	23%	0%	1%	-3%	4%	10%[59 µM]
COc1cc(Cl)cc(NC(=O)CCN2CCN(C)CC2)c1
  2%	11%	-16%	24%	12%	-1%	-6%	0%	50µM*
Cc1cc(=O)oc2cc(OCC(=O)c3ccc4c(c3)NC(=O)CO4)ccc12
  -9%	3.2µM*	-19%[11.4 µM]	26%	5%	?	-5%	i	5%
Cn1cc([N+](=O)[O-])c(C(=O)Nc2cnn(Cc3ccc(F)cc3)c2)n1
  -1%	23%	-3%	41%[activator]	-12%	1%	-1%	i	1%[59 µM]
Cc1ccc2cc(CN(Cc3ccco3)C(=S)NCC3CCCO3)c(=O)[nH]c2c1 (stereo not given)
  -5%	-1%	-29%	8%	-12%	-2%	-31%	-9%	-46%
N#C/C(=N\O)c1nc2ccccc2s1
  -7%	20%	-11%	39%	-7%	0%	-23%	i	-23%
CCc1c(C)nc(SCc2ccccn2)[nH]c1=O
  -2%	21%	-9%	21%	-1%	0%	0%	.	13%
CCCNC(=O)c1nnsc1S(=O)c1ccc(Cl)cc1 (stereo not given)
  -2%	49%[activator]	-18%	-15%	0%	0%	-2%	i	25µM*
Cc1ccc(C)c(N2CCN(C(=O)CCc3nc(-c4ccc(Cl)cc4)no3)CC2)c1
  .	-6%	-5%	29%	0%	-1%	.	i	.
C=CCn1c(=O)c2ccccc2n2c(SCC(=O)NC(C)C)nnc12
  1%	72%[activator]	6%	29%	-5%	-12%	0%	-10%	-5%
CCCCNC(=S)N1CCn2cccc2C1c1ccccc1 (stereo not given)
  -7%	9%	-24%	7%	11%	1%	.	2%	56µM*
O=C(N/N=C/c1sc2ccccc2c1O)c1cccc2ccccc12
  -6%	411%[activator]	79µM*	-37%	?	?	45µM*	i	6%[59 µM]
CCSc1n[nH]c2nc3c(c(=O)n12)C1(CCCC1)Cc1ccccc1-3
  -3%	10%	0%	31%	9%	-3%	-6%	-8%	21%[0.501 µM]
COc1ccc(C)cc1NC(=O)NC1CCN(Cc2ccccc2)CC1
  2%	20%	-25%	6%	1%	0%	5%	-8%	14µM*
O=C1c2ccccc2-c2cccnc21
  1%	-3%	-5%	15%	-1%	-11%	-2%	-10%	7%

Some of the compounds tested; rates above refer to the full screens.
